TexasRed fluor – Texas Red fluorescence interference in TRb-SRC2 counter-screen | AID 1479 | hit rate 0.29% among 280,000 | Potency, µM (top dose mostly 106 µM), inactives show at the highest dose fluorescence change, negative = quenching | TRb/SRC2 Texas Red total fluorescence interference; active = well fitted curve in either direction with a large enough effect; inconclusive = small, poorly fitted or top-dose-only effect
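Flags fluorescent or light-absorbing compounds by total fluorescence, S + 2P, at 555 nm excitation and 632 nm emission. Mixture: 20 nM Texas Red SRC2 peptide, 0.6 uM human TRb LBD, 1 uM T3, 5% DMSO; compound exposure 5 h at ambient temperature.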
KDM4E inh – inhibitors of human JMJD2E histone demethylase; B2RXH2; JMJD2E catalytic domain, FDH-coupled NADH fluorescence (FDH is formaldehyde dehydrogenase); Potency, µM (series often up to 57.1 µM), inactives show at the top dose activity change, negative = inhibition, hits mostly inhibitors; hit rate 1.6% among 230,000; active = well fitted inhibition curve with a large enough effect, not every such curve was filed as active; inconclusive = small, poorly fitted or top-dose-only effect, or another doubt; inactive = no such curve, though single readings can be large or run the other way;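 note: 0% = wells with enzyme and -100% = buffer wells without enzyme; nearly all actives have a fitted effect of over 50% in size; many of its hits are not listed in these tables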
L3MBTL1 inh – L3MBTL1 (human) inhibition | hit rate 0.66% among 230,000 | Potency, µM (doses to about 57.1 µM), inactives show at the top dose activity, negative = inhibition, hits mostly inhibitors | AlphaScreen L3MBTL1–H3K9me1 peptide binding; note: nearly all actives have a fitted effect of over 60% in size
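L3MBTL1 (50 nM) pre-complexed 30 min with biotinylated H3(1-15)K9me1 peptide (75 nM), then compounds added for 30 min at room temperature; AlphaScreen streptavidin donor/nickel chelate acceptor beads (10 ug/mL final) read after 30 min dark incubation.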
Tau ThT inhib – blocks human tau fibril formation measured by thioflavin T; hit rate 2.1% among 270,000; recombinant tau K18 P301L, heparin-induced fibrillization, ThT fluorescence; Potency, µM (top dose mostly 57.4 µM), without a hit: at the highest dose activity, negative = inhibition, actives largely listed as inhibitors; AID 1460; note: nearly all actives have a fitted effect of over 55% in size
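Fibril formation assay: tau K18 P301L at 15 uM with trace Alexa 594 label, heparin inducer 20 uM, pH 7 sodium acetate buffer, 37 C for 6 hr; endpoint ThT signal.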
RECQ1 inh – blocks DNA unwinding by human RECQ1. hit rate 0.54% among 240,000. Potency, µM (top dose mostly 57.3 µM), for the others: at the highest dose activity, negative = inhibition, most hits filed as inhibitors. P46063. AID 2549. RECQ1 DNA unwinding, red fluorescence kinetic read;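 note: plate controls were vehicle for no effect and no enzyme for full effect; nearly all actives have a fitted effect of over 30% in size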
Target sequence (P46063 whole entry, looked up): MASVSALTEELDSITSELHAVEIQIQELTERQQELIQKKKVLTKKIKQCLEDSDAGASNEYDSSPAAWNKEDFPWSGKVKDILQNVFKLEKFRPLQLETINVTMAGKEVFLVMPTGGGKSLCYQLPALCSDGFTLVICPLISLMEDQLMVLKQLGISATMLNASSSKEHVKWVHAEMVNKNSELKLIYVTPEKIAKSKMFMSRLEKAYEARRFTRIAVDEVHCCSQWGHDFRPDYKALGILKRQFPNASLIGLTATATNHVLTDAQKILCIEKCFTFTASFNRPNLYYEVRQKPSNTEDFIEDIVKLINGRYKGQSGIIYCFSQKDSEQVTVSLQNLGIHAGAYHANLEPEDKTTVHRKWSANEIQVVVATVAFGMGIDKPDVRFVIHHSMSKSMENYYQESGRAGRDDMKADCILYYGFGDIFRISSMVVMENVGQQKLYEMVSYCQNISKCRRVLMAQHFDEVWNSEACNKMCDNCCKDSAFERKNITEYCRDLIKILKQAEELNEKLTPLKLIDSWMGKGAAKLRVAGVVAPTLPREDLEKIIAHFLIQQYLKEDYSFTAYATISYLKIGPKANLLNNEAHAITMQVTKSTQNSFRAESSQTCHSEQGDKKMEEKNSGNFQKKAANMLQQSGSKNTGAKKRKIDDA
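RECQ1T1 50 nM; forked duplex (20 bp + 30-nt ss tails) 200 nM, ATP 2 mM final; pH 8.0, 2 mM MgCl2, 2.5 ug/ml poly(dI-dC); 15 min compound preincubation; discontinuous kinetic read over 2 h at RT.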
Tau fibril FP – tau fibrillization inhibition (FP); AID 1468; K18 P301L tau heparin fibrillization, Alexa594 FP, 6 h; Potency, µM (highest dose often 57.7 µM), for inactives: at the highest dose activity, negative = inhibition, actives largely listed as inhibitors; P10636; hit rate 0.39% among 280,000; note: nearly all actives have a fitted effect of over 55% in size
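Human tau K18 […] P301L fragment, 15 uM unlabeled plus 0.24 uM Alexa 594-labeled tau (final), with compound and 20 uM heparin in 100 mM sodium acetate pH 7; 6 hr at 37 C, then Alexa 594 FP read.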
TRb-SRC2 inh – TRbeta-SRC2 interaction inhibition. Potency, µM (top dose mostly 106 µM), without a hit: at the highest dose activity change, negative = inhibition, actives largely listed as inhibitors. TRbeta-SRC2 peptide binding, fluorescence polarization; receptor liganded with 1 µM T3. hit rate 0.065% among 280,000. P10828. AID 1469;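 note: plate controls were bound peptide for no effect and peptide without receptor for full effect; nearly all actives have a fitted effect of over 50% in size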
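Human TRb LBD (0.6 uM) plus Texas Red-labeled SRC2 peptide (20 nM), 1uM T3, 5% DMSO, 5 hr at ambient temperature. Decreased polarization (555/632 nm) flags inhibition; data normalized to free and bound peptide controls.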
GoLoco inh red – inhibitors of human Gai1-RGS12 GoLoco interaction (red fluorophore); Gai1:RGS12 GoLoco peptide FP, rhodamine, 10 min; Potency, µM (titrated, usually from 61.6 µM), for inactives: at the top dose activity, negative = inhibition, actives largely listed as inhibitors; P63096; AID 880; hit rate 0.44% among 230,000; active = well fitted inhibition curve with a large enough effect, not every such curve was filed as active; inactive = no such curve, though single readings can be large or run the other way; note: nearly all actives have a fitted effect of over 30% in size; many of its hits are not listed in these tables
Target sequence (P63096 whole entry, looked up): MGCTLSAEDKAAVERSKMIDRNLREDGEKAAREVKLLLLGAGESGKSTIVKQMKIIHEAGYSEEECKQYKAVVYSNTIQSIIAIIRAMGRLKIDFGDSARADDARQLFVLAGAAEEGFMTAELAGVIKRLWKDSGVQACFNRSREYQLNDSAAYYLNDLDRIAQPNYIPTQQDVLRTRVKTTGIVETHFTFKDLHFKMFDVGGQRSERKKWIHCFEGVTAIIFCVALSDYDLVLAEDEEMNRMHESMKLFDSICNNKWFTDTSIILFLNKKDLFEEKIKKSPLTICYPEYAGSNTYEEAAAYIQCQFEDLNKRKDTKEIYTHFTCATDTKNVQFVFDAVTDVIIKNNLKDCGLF
* hit, by the source's call; i = inactive; ? = inconclusive; . = not tested or not shown; & = joins results of further samples; [ ] = another dose, or the depositor's remark. Unless noted, calls come from the whole dose curve; as a rule, active = well fitted curve in the direction sought with a large enough effect; inconclusive = small, poorly fitted or top-dose-only effect, or another doubt; inactive = no such curve, though single readings can be large; an effect the other way counts as inactive or inconclusive. Unless noted, % is set by controls: 0 for no effect and ±100 for the full control effect; potency is the fitted concentration of half-maximal effect.

(1) Cc1nn(-c2ccccc2)c2c1C(c1ccccc1)C(C#N)=C(N)O2 (stereo unspecified)
(2) COc1ccc(/C=C/C(=O)Nc2ccc3nc4n(c(=O)c3c2)CCCC4)cc1OC
(3) C=CCNC(=O)CCCOc1cc(C)ccc1C
(4) COc1ccc(CCNC(=O)CCCn2nc(C)c3sc4ccccc4c3c2=O)c(OC)c1
(5) C=C(C)Cn1c(CCCNC(=O)CC)nc2ccccc21
(6) Cc1cc(C)nc(NS(=O)(=O)c2ccc(NC(=O)CN3C(=O)S/C(=C\c4ccccc4)C3=O)cc2)n1
(7) CC(C)NC(=O)c1cccc(Br)c1
(8) COc1ccc(OC)c(NC(=O)c2c(NC(=O)c3ccco3)sc3c2CCC3)c1

screen / no.	1	2	3	4	5	6	7	8
TexasRed fluor	-3%	-6%	1%	-2%	2%	-2%	-3%	-3%
KDM4E inh	1%	.	-21%	.	1%	?	-8%	?
L3MBTL1 inh	-6%	.	-7%	.	-5%[11.4 µM]	-1%	.	-3%
Tau ThT inhib	?	?	-4%	8%	5%	-7%	-5%	-6%
RECQ1 inh	-3%	-6%	-4%	.	1%	-1%	-15%	i
Tau fibril FP	5%	-2%	-9%	-18%	3%	-3%	3%	10%
TRb-SRC2 inh	-5%	-2%	-23%	-1%	9%	3%	-5%	1%
GoLoco inh red	8%	7%	14%	.	-3%	5%	9%	8%

(9) COc1cccc(OC)c1C(=O)Nc1ccc(Cc2ccncc2)cc1
(10) COc1ccc(-n2c(Cc3cccn3C)nnc2SCC(=O)Nc2cccc(OC)c2)cc1
(11) CCC(Sc1nc2ccccc2c(=O)[nH]1)C(=O)Nc1ccc(C(C)=O)cc1 (stereo unspecified)
(12) Cc1ccc(C(=O)Nc2nc3ccccc3s2)s1
(13) Cc1[nH]c2ccccc2c1/C=N/Nc1ccccc1[N+](=O)[O-]
(14) O=C(Nc1c(Cl)cccc1Cl)c1cc(-c2ccc3c(c2)OCO3)on1
(15) COCc1cc(C)nc(SC)c1C#N
(16) CCN(CC(=O)NC(C)(C)C)C(=O)c1ccc2c(c1)S(=O)(=O)c1ccccc1C2=O

screen / no.	9	10	11	12	13	14	15	16
TexasRed fluor	-1%	0%	-3%	3%	-8%	7%	-1%	0%
KDM4E inh	4%	-6%	-26%	88%	-9%	.	-14%	4%
L3MBTL1 inh	6%	-15%	-5%	0%	18µM*	.	7%	.
Tau ThT inhib	-7%	-11%	?	-9%	1.8µM*	?	4%	-4%
RECQ1 inh	-1%	-15%	10%	-4%	-19%	.	0%	-1%
Tau fibril FP	0%	4%	-5%	-11%	?	-14%	4%	-5%
TRb-SRC2 inh	-5%	6%	3%	13%	8%	-9%	-8%	0%
GoLoco inh red	1%	10%	23%	72%[activator]	6%	.	4%	1%

(17) Cn1c(=O)n(C)c2cc(N3CCOCC3)c(NC(=O)c3ccccc3Br)cc21
(18) CC(C)[C@@H](CO)NC(=O)c1ccc2c3n(nc2c1)-c1ccccc1CO3
(19) Cc1ccc(N2C(=O)c3ccc(C(=O)NCCN4CCOCC4)cc3C2=O)cc1
(20) CC(C)(C)OC(=O)NCCCC[C@H](NC(=O)c1nc[nH]c1C(=O)N[C@@H](CCCCNC(=O)OC(C)(C)C)C(=O)OC(C)(C)C)C(=O)OC(C)(C)C
(21) COc1ccc(C(CNC(=O)COc2ccc(Cl)c(C)c2)N2CCOCC2)cc1 (stereo unspecified)
(22) N#CC1=C(N)Oc2c(oc(CO)cc2=O)C1c1ccccc1[N+](=O)[O-] (stereo unspecified)
(23) COc1ccc(/C=N/NC(=O)c2sccc2OCc2ccc(F)cc2)cc1OC
(24) Cc1cc(Br)ccc1NC(=O)c1sc2ncn(Cc3ccccc3Cl)c(=O)c2c1C

screen / no.	17	18	19	20	21	22	23	24
TexasRed fluor	-1%	-5%	0%	-6%	-39%	-2%	0%	-6%
KDM4E inh	.	?	-3%	0%	.	-12%	?	.
L3MBTL1 inh	.	.	8%	.	.	8%	0%	.
Tau ThT inhib	-17%	-12%	-6%	2%	-4%	-10%	?	-9%
RECQ1 inh	.	i	-14%	i	.	0%	-9%	.
Tau fibril FP	-5%	-8%	-3%	-5%	7%	3%	5%	-8%
TRb-SRC2 inh	-2%	1%	-12%	2%	-4%	1%	-4%	-8%
GoLoco inh red	.	6%	10%	1%	.	9%	13%	.

(25) Cc1ccc(C(=O)Nc2sc(C)c(-c3ccccc3)c2C(N)=O)cc1[N+](=O)[O-]
(26) CC(=O)c1c(C)[nH]c(C(=O)Nc2ccccc2N2CCOCC2)c1C
(27) CSCCC(NC(=O)c1ccc(Cl)cc1)C(=O)OCC(=O)Nc1cc(Cl)ccc1C (stereo unspecified)
(28) O=C(Cn1c(=O)oc2cc(S(=O)(=O)N3CCCC3)ccc21)N1CCN(C2CCCCC2)CC1
(29) Cc1ccc(Cl)cc1NC(c1ccc(F)cc1)c1nnc(-c2ccccc2)o1 (stereo unspecified)
(30) CC1=C(c2ccc(C)cc2)S(=O)(=O)N(CC(=O)O)C1=O
(31) Nc1n[nH]c2ccccc12
(32) CC(C)C[C@H](NC(=O)c1[nH]cnc1C(=O)N[C@H](C)c1ccccc1)C(=O)OC(C)(C)C

screen / no.	25	26	27	28	29	30	31	32
TexasRed fluor	0%	0%	2%	-2%	?	1%	-2%	-2%
KDM4E inh	-8%	-9%	-4%	-6%	.	-7%	?	-4%
L3MBTL1 inh	-2%	1%	2%	.	.	5%	5%	-3%
Tau ThT inhib	-6%	-5%	-4%	-14%	-17%	-3%	-11%	-8%
RECQ1 inh	i	i	-21%	-3%	.	-2%	-5%	-21%
Tau fibril FP	-11%	-2%	4%	-7%	-5%	-1%	-3%	?
TRb-SRC2 inh	6%	1%	1%	-5%	-20%	1%	1%	1%
GoLoco inh red	-12%	0%	4%	11%	.	7%	4%[14.2 µM]	4%

(33) COc1cc(C(CCN2CCN(c3ccccc3)CC2)c2c(OC)cc(OC)c3ccc(=O)oc23)cc(OC)c1OC (stereo unspecified)
(34) Cc1ccc(N(CCC#N)C(=O)CSc2ccc3c(c2)OCCO3)cc1
(35) CN1CCN(NC(=O)c2cc(-c3cccc(Cl)c3)nc3ccccc23)CC1
(36) CCCC(=O)c1ccc(-c2ccccc2)cc1
(37) CCOc1cc(NC(=S)Nc2cccc(OC)c2)c(OCC)cc1NC(=O)c1ccc(C)cc1
(38) CC(=O)Nc1ccc(S(=O)(=O)NC2(C(F)(F)F)NC(=O)N(c3ccc(Cl)cc3)C2=O)cc1 (stereo unspecified)
(39) Cc1cc(C=C2C(=O)c3ccccc3C2=O)c(C)n1-c1ccc(Cl)cc1
(40) Cn1c(-c2ccc3c(c2)OCO3)cnc1NCc1cccc(Cl)c1

screen / no.	33	34	35	36	37	38	39	40
TexasRed fluor	-2%&1%	-2%	1%	-1%	-6%	5%&0%	1%	-3%
KDM4E inh	-21%	1%	2%	10%	-7%	4%	6%	?
L3MBTL1 inh	.	10%	.	39%[activator]	-2%	7%	0%	-1%
Tau ThT inhib	-7%	-5%	-2%	-16%	?	-6%&5%	?	-18%
RECQ1 inh	-3%	0%	4%	-3%	-2%	-1%	-11%	i
Tau fibril FP	-4%	-9%	-5%	8%	9%	-5%&-10%	7%	2%
TRb-SRC2 inh	-10%&8%	-10%	-4%	-1%	0%	7%&-8%	2%	-9%
GoLoco inh red	3%	0%	17%	-5%	-5%	6%	9%	-8%

Screen by screen, as entered above:
Nos. 34–40 in RECQ1 inh: 0%, 4%, -3%, -2%, -1%, -11%, i
Nos. 34–40 in Tau ThT inhib: -5%, -2%, -16%, ?, -6%&5%, ?, -18%
Nos. 34–40 in TexasRed fluor: -2%, 1%, -1%, -6%, 5%&0%, 1%, -3%

More structures:
(41) Cc1ccc(NC2=NC(c3ccccc3)n3c(nc(C)cc3=O)N2)c(C)c1 (stereo unspecified)
(42) CC(C)c1ccc(N2C(=O)CC(Sc3ncn[nH]3)C2=O)cc1 (stereo unspecified)
(43) COc1ccc(-c2cc(CCCC(=O)NCCc3cc(OC)ccc3OC)no2)cc1
(44) CCOC(=O)N1CCN(C(=O)CCc2c(C)nc3nc(C)nn3c2C)CC1
(45) CCOc1ccc(CN2CCN(S(=O)(=O)c3ccc(NC(C)=O)cc3)CC2)cc1OC
(46) Cc1c(NC(=O)c2ccc(F)cc2)c(=O)n(-c2ccccc2)n1C
(47) CCOc1ccccc1N(C)C(=O)C1CCN(S(=O)(=O)c2cccc3nonc23)CC1
(48) CCN=C1S/C(=C\c2ccc(N3CCOCC3)cc2C)C(=O)N1CC

screen / no.	41	42	43	44	45	46	47	48
TexasRed fluor	-2%	1%	-2%	2%	-1%	2%	-1%	-1%
KDM4E inh	2%	1.6µM*	8%	3%	-6%	-9%	3%	-1%
L3MBTL1 inh	-2%	.	-7%	3%	-2%	.	.	-3%
Tau ThT inhib	-6%	-16%	3%	-11%	-19%	-4%	-18%	-13%
RECQ1 inh	-4%	i	-5%	i	i	-13%	-6%	-6%
Tau fibril FP	5%	-7%	5%	-5%	-8%	-6%	-3%	14%
TRb-SRC2 inh	-3%	-2%	10%	5%	1%	-18%	0%	-3%
GoLoco inh red	5%	14%	45%[activator]	-8%	.	7%	4%	6%

(49) COc1ccc(-c2cn3c(n2)sc2cc(C(=O)NCCCN4CCN(C)CC4)ccc23)cc1
(50) Cc1cc(C)c(N)cc1C
(51) O=C(c1ccco1)N1CCN(C(=O)c2cnn3cccnc23)CC1
(52) COc1cccc([C@@H]2Oc3ccc(Br)cc3C(=O)[C@H]2OC(=O)NCc2ccc3c(c2)OCO3)c1

screen / no.	49	50	51	52
TexasRed fluor	-70%	0%	3%	-1%
KDM4E inh	.	.	?	-24%
L3MBTL1 inh	.	-8%	7%	.
Tau ThT inhib	-6%	.	-4%	?
RECQ1 inh	.	1%	i	-10%
Tau fibril FP	-3%	.	2%	4%
TRb-SRC2 inh	-13%	8%	3%	0%
GoLoco inh red	.	-2%	-4%	0%

Assay outcomes deposited in PubChem BioAssay by National Center for Advancing Translational Sciences (NCATS).

Some of the compounds tested (hit frequency here may not be typical).
